EPAC2 ag – activates human EPAC2 exchange factor | Q8WZA2 | EPAC2 activation, biochemical qHTS; response scale: 100% = 6.5 mM cAMP response | Potency, µM (highest dose often 154 µM), for the others: at the top dose activation, hits mostly activators | 360,000 tested, 0.079% active; note: potency is the fitted concentration of half-maximal effect; nearly all actives have a fitted effect of over 50% in size
Target sequence (Q8WZA2 whole entry, looked up): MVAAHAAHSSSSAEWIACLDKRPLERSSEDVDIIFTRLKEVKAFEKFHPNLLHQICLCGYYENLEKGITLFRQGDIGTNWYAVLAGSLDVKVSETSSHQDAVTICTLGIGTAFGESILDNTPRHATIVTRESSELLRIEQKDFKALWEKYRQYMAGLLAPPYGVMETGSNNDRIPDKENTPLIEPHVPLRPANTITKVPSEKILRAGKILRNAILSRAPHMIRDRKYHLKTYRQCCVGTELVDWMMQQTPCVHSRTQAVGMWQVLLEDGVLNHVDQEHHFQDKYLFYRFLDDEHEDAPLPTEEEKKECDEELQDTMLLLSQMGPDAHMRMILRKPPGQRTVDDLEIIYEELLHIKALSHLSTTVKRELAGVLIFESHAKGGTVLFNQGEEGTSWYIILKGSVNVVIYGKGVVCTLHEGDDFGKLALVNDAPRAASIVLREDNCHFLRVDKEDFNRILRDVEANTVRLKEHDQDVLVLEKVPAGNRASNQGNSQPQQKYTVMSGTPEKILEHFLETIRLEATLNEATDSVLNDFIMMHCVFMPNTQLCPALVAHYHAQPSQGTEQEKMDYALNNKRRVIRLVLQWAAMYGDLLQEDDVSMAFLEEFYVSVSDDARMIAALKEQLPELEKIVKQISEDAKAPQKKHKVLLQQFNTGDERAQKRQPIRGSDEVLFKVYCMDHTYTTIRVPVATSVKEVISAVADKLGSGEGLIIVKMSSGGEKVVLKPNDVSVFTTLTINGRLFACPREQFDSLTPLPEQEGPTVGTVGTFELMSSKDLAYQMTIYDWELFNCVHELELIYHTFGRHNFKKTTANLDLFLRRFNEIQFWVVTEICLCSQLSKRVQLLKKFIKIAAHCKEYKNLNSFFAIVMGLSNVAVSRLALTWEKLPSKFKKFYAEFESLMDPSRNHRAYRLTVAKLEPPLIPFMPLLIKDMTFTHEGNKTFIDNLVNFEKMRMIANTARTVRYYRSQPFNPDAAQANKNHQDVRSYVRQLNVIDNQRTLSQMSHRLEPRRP
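Fluorescence exchange assay: 100 nM EPAC2 with 250 nM RAP1B-BODIPY-GDP and 50 uM GDP; compounds tested as a concentration-titration series (qHTS). Loss of Rap1-bound BODIPY-GDP fluorescence read at 480/540 nm; data normalized to 6.5 mM cAMP.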
EPAC2 antagonist – blocks human EPAC2 exchange factor; Q8WZA2; AID 720708; 360,000 tested, 0.18% active; Potency, µM (doses to about 114 µM), without a hit: at the highest dose activity, negative = inhibition, actives largely listed as inhibitors; EPAC2 GEF exchange of Rap1B-BODIPY-GDP, fluorescence; note: potency is the fitted concentration of half-maximal effect; % is set by controls: 0 for no effect and ±100 for the full control effect; nearly all actives have a fitted effect of over 45% in size; many of its hits are not listed in these tables
TGFb SMAD3 inh – TGF-b pathway inhibition. AID 588855. 410,000 tested, 1.2% active. Potency, µM (titrated, usually from 46.1 µM), without a hit: at the highest dose activity, negative = inhibition, usual class: inhibitors. HepG2 CAGA-GFP TGF-b/SMAD3 reporter, GFP fluorescence, 18 h; TGF-beta stimulated, 500 pg/mL final; note: potency is the fitted concentration of half-maximal effect; % is set by controls: 0 for no effect and ±100 for the full control effect; nearly all actives have a fitted effect of over 65% in size
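HEPG2 CAGA-GFP, 1000 cells/well; 2 h settle, 37 C; cpd via pin tool; TGF-b 500 pg/mL final; 18 h, 37 C; GFP imaging ex488/em500-530; %Activity normalised to -TGF-b and +DMSO controls; CRC fit, curve class.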
A549 viability – A549 cytotoxicity, counter-screen for Nrf2 inhibitors | 390,000 tested, 0.16% active | A549 ARE-Fluc cells, CellTiter-Fluor viability, 18-24 h | Potency, µM (top dose mostly 46 µM), for inactives: top-dose activity change, negative = cytotoxicity, most hits filed as inhibitors; note: potency is the fitted concentration of half-maximal effect; % is set by controls: 0 for no effect and ±100 for the full control effect
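A549 ARE-Fluc cells in 5% FBS OPTI-MEM, 5000 cells/well, rested 2 h then exposed to compounds in concentration-response for 18-24 h at 37 °C. Viability by CellTiter-Fluor fluorescence (Ex 405/Em 525) after 30 min; luciferase luminescence (BugLite, 15 min, RT) read afterwards.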
MmCpn inh – M. maripaludis TRiC chaperonin inhibition | 330,000 tested, 0.031% active | purified Mm-Cpn ATPase, ADP Transcreener TR-FRET | Potency, µM (highest dose often 76.9 µM), for inactives: top-dose activity, negative = inhibition, hits mostly inhibitors; note: potency is the fitted concentration of half-maximal effect; % is set by controls: 0 for no effect and ±100 for the full control effect; nearly all actives have a fitted effect of over 80% in size
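TR-FRET (320 nm excitation; 590 and 665 nm emission) reports ADP made from 10 uM ATP by 25 nM enzyme; compounds were preincubated 10 min, reaction run 30 min, both at 37°C.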
Akt phos inh – inhibitors of Akt phosphorylation. Neuro2A IGF-stimulated pAkt S473 HTRF, 20 min; stronger effect = lower value. activity change, % for hits at 50 µM. 360,000 tested, 0.32% active. AID 651550; in the data active = activity change below about -80%; inconclusive = mostly about -51% to -80%; note: % is set by controls: 0 for no effect and ±100 for the full control effect
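Single-point screen (50 µM final compound) in Neuro2A cells stimulated 20 min with 6 nM IGF at 37 deg C. After lysis, Ser473-phosphorylated Akt read by HTRF (ex 330 nm, em 615/665 nm) as the 665/615 ratio.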
Nrf2 ARE act – Nrf2 pathway activation; AREc32 ARE-luciferase reporter (MCF7-derived line), luminescence, 24 h; Potency, µM (doses to about 46.1 µM), for inactives: at the top dose activation, actives largely listed as activators; 410,000 tested, 0.31% active; AID 624171; note: potency is the fitted concentration of half-maximal effect; % of control where 0% means no effect; nearly all actives have a fitted effect of over 65% in size
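Quantitative high-throughput format: AREc32 reporter cells, 1000 per well, received compound by pin transfer and were incubated 24 hr at 37 deg C, 5% CO2, before Steady-Glo luminescence detection.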
CCT modulator – modulators of cytosolic chaperonin (CCT/TRiC) activity; activity change, % (no concentration beside the values), hits read low; purified chaperonin ATPase assay, HTRF ADP detection, 30 min; 360,000 tested, 0.3% active; in the data active = activity change below about -30%; note: % is set by controls: 0 for no effect and ±100 for the full control effect
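Enzyme 40 or 20 nM (batch-dependent) in Tris pH 7.4/KCl/MgCl2/DTT; cpd 76 uM single point; ATP 10 uM; 30 min 37 °C; Transcreener ADP HTRF detection, 30 min RT; ratio 665/615.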
Nrf2 inh – blocks Nrf2 signaling | A549 ARE-Fluc reporter, luciferase luminescence, 18-24 h | Potency, µM (top dose mostly 46 µM), for the others: at the highest dose activity change, negative = inhibition, usual class: inhibitors | 360,000 tested, 2.1% active; note: potency is the fitted concentration of half-maximal effect; % is set by controls: 0 for no effect and ±100 for the full control effect; nearly all actives have a fitted effect of over 60% in size
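A549 ARE_Fluc cells (5000/well, 5% FBS OPTI-MEM) pre-incubated 2 h, then treated with compounds 18-24 h at 37C/5% CO2 in concentration-response. CellTiter-Fluor viability read first; BugLite luciferase luminescence after 15 min at room temperature gives Nrf2 activity.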
Starred values were filed as active, the others as inactive; [ ] = dose if it differs, or a comment. Unless noted, calls come from the whole dose curve; as a rule, active = well fitted curve in the direction sought with a large enough effect; inconclusive = small, poorly fitted or top-dose-only effect, or another doubt; inactive = no such curve, though single readings can be large; an effect the other way counts as inactive or inconclusive. This is a subset; rates above refer to the full screens.

Results for CCOc1cccc(OCCOCCOc2ccccc2C(C)=O)c1 ?
EPAC2 ag: -3%; EPAC2 antagonist: -3%; TGFb SMAD3 inh: -6%; A549 viability: 0%; MmCpn inh: 2%; Akt phos inh: inactive; Nrf2 ARE act: 2.5%; CCT modulator: -9.7; Nrf2 inh: 10%

Results for CC(C)(C)C(=O)N1CCC[C@H]1C(O)(c1ccccc1)c1ccccc1 ?
EPAC2 ag: 12%; EPAC2 antagonist: -6%; TGFb SMAD3 inh: -10%; A549 viability: 16%; MmCpn inh: inconclusive; Akt phos inh: inactive; Nrf2 ARE act: 0.4%; CCT modulator: -1.3; Nrf2 inh: -14%

Results for Cc1ccc(NC(=O)CNC(=O)c2cccs2)c(O)c1 ?
EPAC2 ag: 4%; EPAC2 antagonist: 1%; TGFb SMAD3 inh: -4%; A549 viability: 1%; MmCpn inh: -6%; Akt phos inh: inactive; Nrf2 ARE act: 0.3%; CCT modulator: 0.9; Nrf2 inh: 3%

Results for CCCC(=O)NC(=S)Nc1ccc(N2CCOCC2)c(Cl)c1 ?
EPAC2 ag: 8%; EPAC2 antagonist: -9%; TGFb SMAD3 inh: inconclusive; A549 viability: 8%; MmCpn inh: 0%; Akt phos inh: inactive; Nrf2 ARE act: 7.2%; CCT modulator: 0.2; Nrf2 inh: 3%

Results for CC1CC(C)CN(S(=O)(=O)c2ccc3c(c2)CCN3C(=O)C2CC2)C1 (stereo not given) ?
EPAC2 ag: 6%; EPAC2 antagonist: -27%; TGFb SMAD3 inh: -1%; A549 viability: -1%; MmCpn inh: 5%; Akt phos inh: inactive; Nrf2 ARE act: 0.7%; CCT modulator: -1.7; Nrf2 inh: -8%

Results for Cc1[nH]c2ccccc2c1/C=N/NC(=O)CNC(=O)c1cccs1 ?
EPAC2 ag: 2%; EPAC2 antagonist: 6%; TGFb SMAD3 inh: 0%; A549 viability: -1%; MmCpn inh: 0%; Akt phos inh: inactive; Nrf2 ARE act: 0.8%; CCT modulator: -0.3; Nrf2 inh: -16%

What do the screens show for `Cn1c(N)c(C(=O)CSc2nnc(C3CC3)n2-c2ccccc2)c(=O)n(C)c1=O`?
EPAC2 ag: -4%; EPAC2 antagonist: 0%; TGFb SMAD3 inh: -6%; A549 viability: 13%; MmCpn inh: -2%; Akt phos inh: inactive; Nrf2 ARE act: 2.3%; CCT modulator: -6.3; Nrf2 inh: 1%

Results for CCOc1ccccc1NC(=O)CN(Cc1ccccc1)S(C)(=O)=O ?
EPAC2 ag: 16%; EPAC2 antagonist: -6%; TGFb SMAD3 inh: -20%; A549 viability: 10%; MmCpn inh: 0%; Akt phos inh: inactive; Nrf2 ARE act: 0.3%; CCT modulator: -2.1; Nrf2 inh: inconclusive

Results for O=C(/C=C/c1ccccc1)/C=C/c1ccccc1 ?
EPAC2 ag: 26%; EPAC2 antagonist: -1%; TGFb SMAD3 inh: inconclusive; A549 viability: -4%; MmCpn inh: -6%; Akt phos inh: inactive; Nrf2 ARE act: inconclusive; CCT modulator: -1.3; Nrf2 inh: -4%

How did CCCc1nnc(NC(=O)CCC(=O)N2CCN(CCOc3ccc(C)cc3)CC2)s1 do in these assays?
EPAC2 ag: 5%; EPAC2 antagonist: 7%; TGFb SMAD3 inh: 1%; A549 viability: -7%; MmCpn inh: 2%; Akt phos inh: inactive; Nrf2 ARE act: -1.0%; CCT modulator: -3.8; Nrf2 inh: inconclusive

What do the screens show for `C[C@@H]1CN([C@@H](C)CO)C(=O)CCCn2nncc2CO[C@H]1CN(C)C(=O)Nc1ccccc1C(F)(F)F`?
EPAC2 ag: 2%; EPAC2 antagonist: 4%; TGFb SMAD3 inh: 9%; Akt phos inh: inactive; Nrf2 ARE act: 0.7%; CCT modulator: -1.5

How did O=C(c1ccco1)N1CCN(C(=O)c2cn(-c3ccccc3)nc2-c2ccccc2)CC1 do in these assays?
EPAC2 ag: 3%; EPAC2 antagonist: -15%; TGFb SMAD3 inh: -22%; A549 viability: -2%; MmCpn inh: -4%; Akt phos inh: inactive; Nrf2 ARE act: -0.6%; CCT modulator: 0.5; Nrf2 inh: 6%

What do the screens show for `COc1cc(/C=C(\C#N)C(=O)NC(C)C)cc(Cl)c1O`?
EPAC2 ag: 8%; EPAC2 antagonist: -3%; TGFb SMAD3 inh: 15%; A549 viability: inconclusive; MmCpn inh: -4%; Akt phos inh: inactive; Nrf2 ARE act: 2.9%; CCT modulator: -3.5; Nrf2 inh: -26%

What do the screens show for `COc1cc2cc(C(c3nnnn3C(C)(C)C)N3CCc4ccccc43)c(=O)[nH]c2cc1OC` (stereo not given)?
EPAC2 ag: 4%; EPAC2 antagonist: -11%; TGFb SMAD3 inh: -17%; A549 viability: 0%; MmCpn inh: -1%; Akt phos inh: inactive; Nrf2 ARE act: 0.3%; CCT modulator: 1.2; Nrf2 inh: -11%

How did C=CCOC(=O)C1=C(C)NC(SCC(=O)OCC)=C(C#N)C1c1ccc(C)cc1 (stereo not given) do in these assays?
EPAC2 ag: 2%; EPAC2 antagonist: -10%; TGFb SMAD3 inh: 17%; A549 viability: -11%; MmCpn inh: -3%; Akt phos inh: inactive; Nrf2 ARE act: 5.0%; CCT modulator: 1.3; Nrf2 inh: -19%

Results for CC(C)(C)C1CCc2c(sc(NC(=O)CSc3nnc(-c4ccccc4)o3)c2C#N)C1 (stereo not given) ?
EPAC2 ag: 5%; EPAC2 antagonist: -3%; TGFb SMAD3 inh: -2%; A549 viability: -4%; MmCpn inh: 0%; Akt phos inh: inactive; Nrf2 ARE act: -0.1%; CCT modulator: 1.1; Nrf2 inh: 0%

Results for C=C(C)c1cccc(C(C)(C)NC(=O)NCc2ccncc2)c1 ?
EPAC2 ag: 1%; EPAC2 antagonist: -3%; TGFb SMAD3 inh: 15%; A549 viability: -1%; MmCpn inh: -2%; Akt phos inh: inactive; Nrf2 ARE act: -0.4%; CCT modulator: -2.2; Nrf2 inh: -10%

How did CCCCOc1ccc(/C=N/NC(=O)c2nnn(-c3nonc3N)c2CN2CCCCCC2)cc1 do in these assays?
EPAC2 ag: -4%; EPAC2 antagonist: -11%; TGFb SMAD3 inh: inconclusive; A549 viability: -7%; Akt phos inh: inactive; Nrf2 ARE act: 0.2%; CCT modulator: 1.7; Nrf2 inh: 0%

What do the screens show for `CC1(C)C(C=C(Cl)Cl)C1C(=O)N1CCN(c2ccccc2)CC1` (stereo not given)?
EPAC2 ag: 2%; EPAC2 antagonist: -3%; TGFb SMAD3 inh: -20%; A549 viability: 0%[1.84 µM]; MmCpn inh: -5%; Akt phos inh: inactive; Nrf2 ARE act: -0.2%; CCT modulator: 1.2; Nrf2 inh: inconclusive

How did N#CC1=C(N)Oc2n[nH]c(-c3ccc(F)cc3)c2C1c1ccncc1 (stereo not given) do in these assays?
EPAC2 ag: 8%; EPAC2 antagonist: 4%; TGFb SMAD3 inh: 11%; A549 viability: 3%; MmCpn inh: 0%; Akt phos inh: inactive; Nrf2 ARE act: 6.6%; CCT modulator: -1.2; Nrf2 inh: 0%

How did CC(Sc1nc(NCc2ccccc2)nc(N2CCOCC2)n1)C(=O)Nc1ccccc1 (stereo not given) do in these assays?
EPAC2 ag: 5%; EPAC2 antagonist: 15%; TGFb SMAD3 inh: 0%; A549 viability: -2%; MmCpn inh: 0%; Akt phos inh: inactive; Nrf2 ARE act: 0.5%; CCT modulator: 0.4; Nrf2 inh: inconclusive

How did COc1ccc(C(C)(C)C)cc1NC(=O)COC(=O)c1nc2nccc(C)n2n1 do in these assays?
EPAC2 ag: 1%; EPAC2 antagonist: -2%; TGFb SMAD3 inh: -21%; A549 viability: 5%; MmCpn inh: 1%; Akt phos inh: inactive; Nrf2 ARE act: -0.6%; CCT modulator: 1.9; Nrf2 inh: 7%

Results for CC(=O)c1ccc(S(=O)(=O)N2CCC(NC(=O)Nc3cccc(F)c3)CC2)cc1 ?
EPAC2 ag: -11%; EPAC2 antagonist: -4%; TGFb SMAD3 inh: 0%; A549 viability: -3%; MmCpn inh: 3%; Akt phos inh: inactive; Nrf2 ARE act: 0.4%; CCT modulator: -1.3; Nrf2 inh: 2%

Results for CC(=O)N1CCC(C(=O)Nc2cc(C)cc(C)c2)CC1 ?
EPAC2 ag: 0%; EPAC2 antagonist: 0%; TGFb SMAD3 inh: -1%; A549 viability: -1%; MmCpn inh: -2%; Akt phos inh: inactive; Nrf2 ARE act: -0.2%; CCT modulator: -2.2; Nrf2 inh: 3%

What do the screens show for `O=C(Nc1ccccc1Cl)ON=C1c2ccccc2-c2ccccc21`?
EPAC2 ag: 18%; EPAC2 antagonist: -10%; TGFb SMAD3 inh: -27%; A549 viability: -4%; MmCpn inh: 0%; Akt phos inh: inactive; Nrf2 ARE act: 0.0%; CCT modulator: -2.1; Nrf2 inh: inconclusive

Results for COc1ccc2cc3cc(C(=O)NCc4ccc5c(c4)OCO5)oc3nc2c1 ?
EPAC2 ag: -3%; EPAC2 antagonist: 5%; TGFb SMAD3 inh: 3%; A549 viability: -4%; MmCpn inh: -2%; Akt phos inh: inactive; Nrf2 ARE act: -0.2%; CCT modulator: 1.7; Nrf2 inh: inconclusive
